# p53ts 32C tox: kills p53ts cells at the permissive temperature; H1299-p53A138V at 32C, ATP luminescence viability, 24 h; AID 924; hit rate 0.93% among 130,000; Potency, µM (series often up to 46.1 µM), inactives show top-dose activity change, negative = cytotoxicity, usual class: cytotoxic;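 also: 0% = DMSO and -100% = full killing by reference compound; nearly all actives have a fitted effect of over 55% in size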
#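 H1299-p53 A138V cells (temperature-sensitive p53) exposed 24 h to up to 46 uM compound at 32C, where p53 is wild-type in conformation. Viability read as ATP luminescence and normalised to DMSO and 100 uM tamoxifen. AC50 fitted with the Hill equation.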
# p53ts 39C kill: cytotoxicity in p53ts cells at nonpermissive temperature. hit rate 1.5% among 130,000. AID 902. Potency, µM (highest dose often 46.1 µM), for the others: at the top dose activity change, negative = cell killing, actives largely listed as cytotoxic. H1299-p53A138V viability at 39C, ATP luminescence, 24 h; also: nearly all actives have a fitted effect of over 55% in size
# IkB signaling: suppresses IkB signaling in ABC-DLBCL reporter cells; ABC-DLBCL IkBa-CBG/CBR dual luciferase ratio, 4 h; response scale: scaled: untreated 0%, proteasome inhibitor 100%; Potency, µM (titrated, usually from 57.1 µM), for the others: at the top dose IkBa stabilization activation; hit rate 0.04% among 110,000; AID 445; active = well fitted curve in the direction sought with a large enough effect in the signal ratio, not every such curve was filed as active; inconclusive = small, poorly fitted or top-dose-only effect, or a change in a side signal; the % refers to the signal ratio;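 also: the direction sought is a rising ratio; 0% = basal untreated cells and 100% = reference inhibitor full response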
#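 In this assay, an IκBα–CBG68 fusion accumulates when IKK-driven degradation is blocked; native CBR normalizes for cell number. OCI-Ly3 cells were treated 4 h with compound and doxycycline, then green and red light read after Chroma-Glo addition.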
# Imprint erasure: inducers of genomic imprint erasure in mouse ES cells. mouse ES Peg3-LacZ reporter, beta-gal luminescence, 40 h. Potency, µM (titrated, usually from 60.7 µM), inactives show at the highest dose activity change, positive = activation, actives largely listed as activators. hit rate 0.02% among 110,000. AID 1948;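 also: 0% = negative control wells on the plate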
#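 Readout: BetaGlo luminescence (5 min, room temp) for LacZ from the normally silent maternal Peg3 allele in female Peg3LacZ-Neo ES cells. Cells 300/well, 40 h, 37C, 5% CO2. Data normalized per plate to negative controls.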
# An asterisk follows results filed as active; ? = inconclusive; nt = no result given; [ ] = remark or other dose. Unless noted, calls follow the shape of the dose curve; as a rule, active = well fitted curve in the direction sought with a large enough effect; inconclusive = small, poorly fitted or top-dose-only effect, or another doubt; inactive = no such curve, though single readings can be large; an effect the other way counts as inactive or inconclusive. Unless noted, % is scaled to controls: 0 for no effect and ±100 for the full control effect; potency is read from the fitted curve at half-maximal effect.
SMILES,p53ts 32C tox,p53ts 39C kill,IkB signaling,Imprint erasure
CCOC(=O)N1CCN(C(=O)Nc2ccc3nc(C)c(C)nc3c2)CC1,8%,-8%,-1.8%,-3%
COc1ccc(Cn2c(CO)cnc2SCc2ccccc2)cc1,-2%,-20%,-1.2%,-3%[10.9 µM]
OCCN(CCO)c1ncnc2c1cnn2-c1ccc(F)cc1,-12%,-29%,-1.8%,-3%[10.9 µM]
CN(C)c1cccc(N=C2C=C(N3CCOCC3)CC(C)(C)C2)c1,-8%,0%,0.4%,-4%
CC1(C)CC(=O)c2c(-c3cccs3)n[nH]c2C1,-15%,-20%,-1.0%,-15%
COc1cccc(-c2ccc3ncnc(NCc4cccnc4)c3c2)c1,9%,-2%,8.5%[11.4 µM],-13%
Cc1cccc(NC(=O)c2sc3nc4c(cc3c2N)CCCCCC4)c1C,-6%,-16%,2.5µM*,-19%[10.9 µM]
CCn1nc(NC(=O)c2ccncc2)c2cc3ccccc3nc21,1%,-1%,3.4%,19%
CCC(=O)[C@@H](c1ccccc1)c1ccccn1,0%[9.22 µM],5%[9.22 µM],-0.1%[11.4 µM],-7%[10.9 µM]
O=C(NCC1CCCO1)C1CCN(c2ccc(S(=O)(=O)N3CCCC3)cc2)CC1 (stereo not drawn),0%,2%,-0.9%,4%
CC(C)(C)NC(=O)C(c1ccccc1)N(Cc1cccs1)C(=O)c1csnn1 (stereo not drawn),10%,14%,nt,nt
Cc1ccc(CSc2nc3ccccc3c(=O)n2Cc2ccco2)cc1,3%,-9%,nt,nt
COC(=O)c1cc(NC(=O)CC2NCCNC2=O)cc(C(=O)OC)c1 (stereo not drawn),6%,7%,0.0%,12%
Cc1ccccc1NC(=O)CSc1nc2c(oc3ccccc32)c(=O)n1-c1ccccc1F,24%,-17%,2.0%,-11%[10.9 µM]
COc1ccc(S(=O)(=O)N(C)CC(=O)O)cc1C,0%,3%,nt,nt
NC(=O)C1CCN(C(c2ccccc2Cl)c2nnnn2CC2CCCO2)CC1 (stereo not drawn),6%,-1%,1.3%,-6%
COc1ccc(S(=O)(=O)Nc2cc3c(cc2N2CCOCC2)n(C)c(=O)n3C)cc1,1%,-23%,4.3%,11%[10.9 µM]
CN1CCN(c2ncc3nc(-c4ccc(F)cc4)c(=O)n(Cc4cccs4)c3n2)CC1,?,?,1.0%[11.4 µM],-22%
c1n[nH]c(NC2=NCCC2)n1,-2%,7%,0.6%,11%
COc1ccc(CSc2nc(C)cc(=O)[nH]2)cc1Br,10%,2%,5.4%,-16%
CCc1ccc(S(=O)(=O)c2nnn3c2nc(N2CCCC2)c2sccc23)cc1,2%,15%,-2.4%,8%[10.9 µM]
CN(c1ccc(F)cc1)S(=O)(=O)N1CCCC(C(=O)NCc2cccc(Br)c2)C1 (stereo not drawn),-5%,-25%,?,16%[10.9 µM]
COc1ccc(CNC(=O)CN2C(=O)CC(c3ccc(C)c(C)c3)=Nc3ccccc32)cc1,-10%,-7%,-4.4%,-13%[10.9 µM]
COCCn1c(=O)c(C)nc2cnc(OCc3ccccc3)nc21,0%,1%,1.9%[11.4 µM],nt
CCN(CC)CCCNc1ncnc2c1cnn2-c1ccc(C)c(C)c1,-18%,?,-0.1%,-7%[10.9 µM]

# Other structures
SMILES,p53ts 32C tox,p53ts 39C kill,IkB signaling,Imprint erasure
Clc1cccc(N2CCN(c3nc4ccccc4n4cnnc34)CC2)c1,5%,?,0.7%,?
Cn1c(=O)c2c(nc(N3CCCCC3)n2CCCNC2=NCCCC2)n(C)c1=O,3%,-7%,1.0%,-9%
Cc1ccc(N2CCN(CCc3nc4cc(NS(C)(=O)=O)ccc4n3C)CC2)cc1,-2%,6%,4.0%,-10%
c1ccc(Nc2ccccc2Nc2ccccn2)nc1,2%,5%,0.5%,0%
NC(=O)c1ccsc1NC(=O)COC(=O)Cc1ccsc1,4%,2%,0.9%,-7%
Cc1cccc2c(=O)cc(CSCC(=O)Nc3ccc(Cl)cc3)[nH]c12,-12%,-20%,?,8%[10.9 µM]
O=C(Cc1ccccc1)Nc1sc2c(c1C(=O)Nc1ccccc1Cl)CCCC2,3%,14%,?,-18%[10.9 µM]
NC(=O)NCCS[C@H]1CCCC[C@@H]1O,4%[9.22 µM],-5%[9.22 µM],-1.6%[11.4 µM],-14%[10.9 µM]
O=C(O)CCCSc1ccccc1,0%[9.22 µM],17%[9.22 µM],-3.4%[11.4 µM],1%[10.9 µM]
CCOc1ccc(C2C=C(c3ccc(C)cc3)Nc3nnnn32)cc1 (stereo not drawn),-24%,1%,0.9%,-8%
CCOC(=O)N1CCN(c2ncnc3c2oc2nc(C(C)C)c4c(c23)CCC4)CC1,7%,7%,-0.8%,0%
Cc1ccc(NC(=O)CSCC(=O)Nc2ncc3c(n2)CC(c2ccco2)CC3=O)cc1 (stereo not drawn),7%,4%,2.9%,-13%
NC(=O)c1c(NC(=O)c2noc3c2CCCC3)sc2c1CCCC2,0%,-2%,?,-4%[10.9 µM]
O=C(c1cccn1-c1nnc(N2CCCC2)s1)N1CCN(c2ccccc2)CC1,1%,-12%,-1.6%,-7%[10.9 µM]
C=CCSc1nc2sc(C)c(C)c2c(=O)n1CC=C,4%,0%,nt,nt
CCOc1ccc(-c2noc(CSc3nnc(Cc4ccccc4)n3-c3cccc(C)c3)n2)cc1,31%[activator],-1%,?,-12%[10.9 µM]
O=C(NCc1ccc2c(c1)CCN2C(=O)c1ccc(F)cc1)c1c(F)cccc1F,-11%,-28%,0.3%,-12%[10.9 µM]
COc1ccc(CNC(=O)NCc2ccc(OC)c(OC)c2)cc1OC,14%,-4%,-0.1%,-14%
CC(C)CN(C(=O)COC(=O)c1cc2c(s1)CCC2)C1CCS(=O)(=O)C1 (stereo not drawn),-5%,12%,0.3%,-4%
COC(=O)CN1C(=O)C2(OCCCO2)c2cc(Br)ccc21,7%,9%,0.7%,-3%
CN(c1cccc(NC(=O)COc2ccccc2)c1)S(C)(=O)=O,?,?,3.9%,-10%
Cc1csc(NC(=O)CSc2ncnc3c2cnn3-c2ccccc2Cl)n1,10%,9%,?,-21%
CC(C)C(=O)N(Cc1cc2ccccc2[nH]c1=O)C(C)(C)C,-2%,19%,10.0%,-4%
Cc1cccc(C(=O)OCc2cc(=O)n3nc(C4CC4)sc3n2)c1,3%,-10%,1.6%,-16%[10.9 µM]
O=S(=O)(Nc1ccc2nc(-c3ccco3)[nH]c2c1)c1ccccc1,-29%,?,6.9%,-17%

# (next part)
SMILES,p53ts 32C tox,p53ts 39C kill,IkB signaling,Imprint erasure
Cc1cccc(C)c1NC(=O)C(c1cccs1)N(Cc1ccco1)C(=O)Cn1nnc2ccccc21 (stereo not drawn),13%,-1%,1.1%,-9%
CCSC1=C(C#N)C(c2ccccc2C)CC(=O)N1 (stereo not drawn),0%,-21%,-0.5%,-1%
O=C(O)c1ccc(Cl)c(NC(=O)C2CCCN2S(=O)(=O)c2cccc3nsnc23)c1 (stereo not drawn),2%,-7%,3.3%,-1%
CCOC(=O)c1cccc(NS(=O)(=O)c2cc(-c3cnc(C4CC4)o3)ccc2C)c1,23%,27%,?,-7%[10.9 µM]
COc1cccc(C(=O)c2cn(CC(=O)Nc3cccc(C)c3C)c3nc(C)ccc3c2=O)c1,8%,-12%,1.3%,-6%[10.9 µM]
O=C(Nc1nc(-c2ccccc2)cs1)C1CCCN(S(=O)(=O)c2ccccc2)C1 (stereo not drawn),-9%,-14%,?,10%
CCN(CC)C(=O)c1ccc(Nc2nnc(C)c3ccccc23)cc1,-16%,-5%,nt,nt
CN1C(=O)C2(C(C#N)=C(N)Oc3c2oc(CO)cc3=O)c2ccccc21 (stereo not drawn),0%,5%,1.1%,3%
Cc1cc(Nc2ccccc2)n(C(=O)c2ccc(N)cc2)n1,3%,-8%,0.6%,-15%
O=C(CN1C(=O)C2CC=C(Cl)CC2C1=O)NCc1ccccc1 (stereo not drawn),0%,6%,3.5%,1%
Cc1nc2ccc(NC(=O)N3CCSCC3)cc2nc1C,-1%,8%,3.3%,-8%
CC(C)(C)c1ccc(C(=O)N2CCCCCC2=O)cc1,-25%,-21%,nt,nt
Cc1nn(C)c(C)c1NC(=O)CN1CCC(O)(c2ccc3c(c2)OCO3)CC1,2%,5%,-0.2%,-9%
COc1ccc(CCN2C(=O)CC(N3CCOCC3)C2=O)cc1 (stereo not drawn),0%,-4%,0.7%,8%
CCOC(=O)N1CCN(C(=O)CN(c2cccc(C(F)(F)F)c2)S(C)(=O)=O)CC1,-3%,3%,0.0%,-5%
O=C(NCCCn1ccnc1)Nc1ccc(Cl)cc1,-4%,-12%,-1.3%,-18%
COc1cccc(OCc2nc3ccccc3n2CCOc2ccccc2)c1,57%[activator],-20%,?,-19%[10.9 µM]
Cc1cc(C)n(-c2nc3c(c(=O)[nH]c(=O)n3C)n2Cc2cccc(Br)c2)n1,9%,5%,-1.9%,-9%
Cc1ccc(-c2nn(CC(=O)NC3CCCCC3)c3c2cnc2ccccc23)cc1,0%,-15%,-0.4%,-4%[10.9 µM]
COCCN1C(=O)C(CC(=O)Nc2ccc(C(C)=O)cc2)SC1=Nc1ccccc1 (stereo not drawn),9%,-12%,1.3%,-3%
COc1cccc(C(=O)Nc2ncc3c(n2)CC(c2ccc(OC)cc2OC)CC3=O)c1 (stereo not drawn),2%,11%,6.3%,-27%
Cc1ccccc1Nc1ncnc2c1cnn2-c1ccccc1,-25%,9%,?,-17%
CCC(=O)c1cc(-c2nc3ccccc3n2C)n(C)c1,1%,6%,0.6%,-5%
O=C(CCSCc1cccc(Cl)c1)NCc1ccccc1Cl,-1%,?,?,-15%[10.9 µM]
O=C(Nc1cccc(C(F)(F)F)c1)Nc1nnc(N2CCCCCC2)s1,-4%,-3%,?,8%[10.9 µM]

# The last 5 compounds of the section above open the next one:
SMILES,p53ts 32C tox,p53ts 39C kill,IkB signaling,Imprint erasure
COc1cccc(C(=O)Nc2ncc3c(n2)CC(c2ccc(OC)cc2OC)CC3=O)c1 (stereo not drawn),2%,11%,6.3%,-27%
Cc1ccccc1Nc1ncnc2c1cnn2-c1ccccc1,-25%,9%,?,-17%
CCC(=O)c1cc(-c2nc3ccccc3n2C)n(C)c1,1%,6%,0.6%,-5%
O=C(CCSCc1cccc(Cl)c1)NCc1ccccc1Cl,-1%,?,?,-15%[10.9 µM]
O=C(Nc1cccc(C(F)(F)F)c1)Nc1nnc(N2CCCCCC2)s1,-4%,-3%,?,8%[10.9 µM]
Cn1ccnc1SCC(=O)Nc1ccc2ccccc2c1,?,?,?,-30%[inhibitor]
Cc1cc(OCCCn2ccnc2)cc(C)c1Cl,?,-9%,-0.3%,14%
COc1ccccc1N(C(=O)CNS(=O)(=O)c1ccccc1)C(C(=O)NCc1ccco1)C(C)C (stereo not drawn),1%,3%,-0.5%,-13%
CC1=C(C(N)=O)C(c2cccnc2)n2nc(SCc3ccccc3Cl)nc2N1 (stereo not drawn),-8%,-3%,2.1%,8%
CC(C)(C)OC(=O)N1CCC(c2c(C(=O)N3CCN(C4CCCCC4)CC3)cnn2-c2cccc(Cl)c2)CC1,-1%,-1%,?,-10%[10.9 µM]
Cc1ccc(NC(=O)[C@@H](c2ccccc2)N2Cc3ccccc3C2=O)cc1,25%,-14%,?,5%[10.9 µM]
O=c1/c(=C\c2cccnc2)sc2nc3ccccc3n12,-7%,5%,-0.5%,-4%
Cc1ccc(NC(=O)C2CCCN(c3nnc(-n4c(C)ccc4C)s3)C2)c(C)c1 (stereo not drawn),-2%,-11%,3.5%,-3%[10.9 µM]
Oc1ccc(C2Oc3cc(O)cc(O)c3CC2O)cc1 (stereo not drawn),17%,-2%,nt,-6%

# Individual results from the results shown:
# Imprint erasure, `CC1=C(C(N)=O)C(c2cccnc2)n2nc(SCc3ccccc3Cl)nc2N1` (stereo not drawn) is entered as 8%
# Imprint erasure, `CC(C)(C)OC(=O)N1CCC(c2c(C(=O)N3CCN(C4CCCCC4)CC3)cnn2-c2cccc(Cl)c2)CC1` is entered as -10%[10.9 µM]
# p53ts 39C kill, `Cc1ccc(NC(=O)[C@@H](c2ccccc2)N2Cc3ccccc3C2=O)cc1` is entered as -14%
# Imprint erasure, `O=c1/c(=C\c2cccnc2)sc2nc3ccccc3n12` is entered as -4%
# Imprint erasure, `Cn1ccnc1SCC(=O)Nc1ccc2ccccc2c1` is entered as -30%[inhibitor]
# IkB signaling, `COc1ccccc1N(C(=O)CNS(=O)(=O)c1ccccc1)C(C(=O)NCc1ccco1)C(C)C` (stereo not drawn) is entered as -0.5%
